Akt phos inh: blocks phosphorylation of Akt | Neuro2A IGF-stimulated pAkt S473 HTRF, 20 min; active compounds read low | activity change, % for hits at 50 µM | 360,000 tested, 0.32% active; in the data active = activity change below about -80%; inconclusive = mostly about -51% to -80%; also: % is scaled to controls: 0 for no effect and ±100 for the full control effect
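Single-point screen (50 µM final compound) in Neuro2A cells stimulated 20 min with 6 nM IGF at 37 deg C. After lysis, Ser473-phosphorylated Akt read by HTRF (ex 330 nm, em 615/665 nm) as the 665/615 ratio.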
aSyn rescue: alpha-synuclein toxicity inhibition in yeast. AID 652106. Potency, µM (top dose mostly 46.1 µM), without a hit: at the highest dose growth rescue (activation), actives largely listed as activators. Yeast expressing alpha-synuclein, growth rescue, BacTiter-Glo, 24 h. 370,000 tested, 0.14% active; also: potency is read from the fitted curve at half-maximal effect; % of control where 0% means no effect; nearly all actives have a fitted effect of over 65% in size
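Readout is rescue of growth in alpha-synuclein-expressing yeast, so inhibitors of toxicity appear as activators. Growth after 24 hr at 30 deg C in galactose medium is quantified by luminescence.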
PTHR1 agonist: PTHR1 (human) receptor agonism. Potency, µM (series often up to 115 µM), inactives show top-dose activation, actives largely listed as activators. Q03431. AID 743266. 410,000 tested, 0.075% active. HEK293 GP2 PTHR1 cells, GloSensor cAMP luminescence, 1 h; also: potency is read from the fitted curve at half-maximal effect; nearly all actives have a fitted effect of over 55% in size; some results filed as inactive show a strong effect at the top dose; inactives centre near -15; many of its hits are not listed in these tables
Target sequence (Q03431 whole entry, looked up): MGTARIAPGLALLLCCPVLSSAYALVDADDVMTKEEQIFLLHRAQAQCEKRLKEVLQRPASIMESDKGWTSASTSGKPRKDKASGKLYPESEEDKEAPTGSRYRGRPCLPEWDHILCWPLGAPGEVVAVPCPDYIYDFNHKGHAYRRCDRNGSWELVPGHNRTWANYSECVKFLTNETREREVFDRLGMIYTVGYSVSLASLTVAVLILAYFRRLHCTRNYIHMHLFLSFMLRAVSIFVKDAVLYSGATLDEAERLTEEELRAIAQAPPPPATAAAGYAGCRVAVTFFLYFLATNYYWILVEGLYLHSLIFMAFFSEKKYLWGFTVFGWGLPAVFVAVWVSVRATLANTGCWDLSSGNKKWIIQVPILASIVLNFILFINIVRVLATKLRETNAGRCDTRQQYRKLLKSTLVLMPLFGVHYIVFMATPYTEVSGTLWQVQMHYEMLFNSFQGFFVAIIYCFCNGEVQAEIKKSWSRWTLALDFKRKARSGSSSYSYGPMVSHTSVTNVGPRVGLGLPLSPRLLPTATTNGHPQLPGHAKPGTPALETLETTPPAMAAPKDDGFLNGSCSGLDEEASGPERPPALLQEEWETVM
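HEK-293-derived GP2 cells expressing PTHR1 and a GloSensor cAMP reporter, 3,000/well, plated overnight, given luciferin plus IBMX (each 0.5 mM as added) for 1 h at 37 °C, then compound for 1 h at 37 °C. Luminescence was read after 15 min at room temperature.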
GLP1R ag: GLP-1 receptor (human) agonism. HEK293 GLP-1R CRE-luciferase, luminescence, 4-6 h; cells express a hypersensitive GLP-1R form. AID 624172. Potency, µM (titrated, usually from 45.6 µM), inactives show at the top dose activation, hits mostly activators. 380,000 tested, 0.007% active. P43220; also: potency is read from the fitted curve at half-maximal effect; % of control where 0% means no effect
TDP43 rescue: rescues yeast growth from TDP-43 toxicity | TDP-43 expressing yeast growth rescue, BacTiter-Glo, 24 h | Potency, µM (highest dose often 46.1 µM), without a hit: top-dose growth rescue (activation), usual class: activators | 410,000 tested, 1.8% active | AID 652104; also: potency is read from the fitted curve at half-maximal effect; % of control where 0% means no effect; nearly all actives have a fitted effect of over 50% in size
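Readout is BacTiter-Glo luminescence of cell growth, so inhibitors register as activators. TDP-43-expressing yeast at OD600=0.02 in galactose medium, after raffinose pregrowth to mid-log, were incubated with compound for 24 hr at 30 deg C.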
Abeta rescue: restores growth of yeast expressing A-beta42 peptide; 410,000 tested, 0.063% active; Potency, µM (highest dose often 46.1 µM), without a hit: at the top dose growth rescue, actives largely listed as activators; yeast expressing A-beta42, growth rescue, OD600, 48 h; response scale: 0% DMSO, 100% iron-clioquinol control; also: potency is read from the fitted curve at half-maximal effect; nearly all actives have a fitted effect of over 55% in size
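Growth rescue measured by 600 nm absorbance after 48 h yeast culture at 30 C with compound. Values normalized between DMSO and an equimolar ferric chloride plus clioquinol control.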
GLP1R inv ag: acts as inverse agonist at human GLP-1 receptor; AID 624417; HEK293 GLP-1R CRE-luciferase, luminescence, 24 h; GLP-1R form is constitutively active; 410,000 tested, 1.6% active; P43220; Potency, µM (highest dose often 38.3 µM), inactives show at the top dose activity change, negative = inhibition, hits mostly inhibitors; also: potency is read from the fitted curve at half-maximal effect; % is scaled to controls: 0 for no effect and ±100 for the full control effect; nearly all actives have a fitted effect of over 55% in size
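Cells are plated, allowed 12 hours at 37 deg C, then treated with compounds for 24 hr before luciferase detection reagent is added and luminescence is read after 12 min at room temperature. The HEK293 line carries constitutively active GLP-1R with a cAMP-responsive reporter.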
D3 antag: blocks the human D3 dopamine receptor; P35462; D3R cells, DiscoveRx beta-arrestin luminescence, antagonist mode; active compounds read low; max response, negative = inhibition, %; 360,000 tested, 2.5% active; in the data active = max response below about -50%; inconclusive = no clear call, values can overlap the other calls; also: % is scaled to controls: 0 for no effect and ±100 for the full control effect; mostly tested at two doses, the higher about 12 µM
Target sequence (P35462 whole entry, looked up): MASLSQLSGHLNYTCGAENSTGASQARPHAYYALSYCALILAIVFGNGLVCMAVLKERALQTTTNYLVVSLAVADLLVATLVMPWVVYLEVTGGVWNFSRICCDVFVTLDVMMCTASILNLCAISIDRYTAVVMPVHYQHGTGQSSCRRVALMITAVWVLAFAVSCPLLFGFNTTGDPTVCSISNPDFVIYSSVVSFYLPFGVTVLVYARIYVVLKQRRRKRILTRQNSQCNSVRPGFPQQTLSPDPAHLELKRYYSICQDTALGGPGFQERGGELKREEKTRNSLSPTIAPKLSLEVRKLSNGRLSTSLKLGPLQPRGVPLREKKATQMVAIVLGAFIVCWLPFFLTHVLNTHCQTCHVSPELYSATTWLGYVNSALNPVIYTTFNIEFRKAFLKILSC
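Cells expressing the human receptor were seeded at 1500 cells/well, incubated overnight at 37 degrees C in 5% CO2, then exposed to library compounds with dopamine controls for 90 minutes at 37 degrees C before luminescent detection.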
FUS suppressor: rescues growth of FUS-expressing yeast | S. cerevisiae FUS-expressing, growth rescue, OD600, 24 h | Potency, µM (top dose mostly 76.6 µM), for inactives: at the highest dose growth rescue (activation), actives largely listed as activators | 390,000 tested, 0.24% active | AID 1347120;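 also: potency is read from the fitted curve at half-maximal effect; plate controls were DMSO vehicle for no effect and reference control for full effect; nearly all actives have a fitted effect of over 55% in size; some results filed as inactive show a strong effect at the top dose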
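Yeast FUS proteinopathy model; galactose-induced FUS (2%), starting OD 0.005. Cpds in dilution series, 24hr, 30C, 99% humidity. Abs 600 nm growth. Pos ctrl CP55940 (top 92uM final); neg ctrl DMSO.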
* marks the source's active call; other numbers are inactive results; i = inactive; ? = inconclusive; . = not tested or not shown; [ ] = remark or other dose. Unless noted, calls follow the shape of the dose curve; as a rule, active = well fitted curve in the direction sought with a large enough effect; inconclusive = small, poorly fitted or top-dose-only effect, or another doubt; inactive = no such curve, though single readings can be large; an effect the other way counts as inactive or inconclusive. Some of the compounds tested; the hit share may differ from the screen's.

canonical_smiles	FUS suppressor	Akt phos inh	GLP1R ag	D3 antag	PTHR1 agonist	GLP1R inv ag	Abeta rescue	TDP43 rescue	aSyn rescue
COc1ccc(C2CC(c3ccc(OC)cc3)n3nc(NS(C)(=O)=O)nc3N2)cc1 (stereo unspecified)	19%	i	0%	19	i	-1%	-11%	-23%	1%
COc1cccc(N2CCN(c3ccc4nnc(CCC(=O)Nc5cc(C)ccn5)n4n3)CC2)c1	4%	i	7%	-8	25%	10%	-2%	-35%[inhibitor]	-4%
Cc1cc(=O)[nH]c(NN=Cc2cc(Br)ccc2O)n1	.	i	-4%	-10	-17%	?	8%	-1%	1%
C=CCn1c(CSCc2ccccc2)nnc1SCC(=O)N1CCN(c2ccccc2)CC1	.	i	-6%	16	-51%[inhibitor]	?	6%	20%	0%
COCC(=O)N1CCC(Oc2ccc(C(=O)N3C[C@H]4CC[C@H]3C4)cc2)CC1	.	i	-9%	-2	-20%	16%	-7%	11%	-2%
COc1ccc(NC(=O)C(NC(=O)Cc2cccs2)c2ccccc2)cc1 (stereo unspecified)	.	i	-7%	11	i	33%[activator]	6%	18%	4%
O=C(CC(=O)N1CCN(c2ccccn2)CC1)Nc1ccc2nc3n(c(=O)c2c1)CCCCC3	6%	i	-1%	-24	i	-11%	-15%	12%	-2%
COC(=O)C1=C(C)N(CCc2ccc(OC)cc2)C(=O)C1	10%	i	-8%	-8	i	11%	-9%	7%	-1%
COc1ccc(/C=N/Nc2nc(-c3cccc(S(=O)(=O)N4CCCC4)c3)cs2)c(OC)c1	.	i	-13%	0	-34%[inhibitor]	8%	3%	?	7%
CCCCC(CC)Cn1c(N)c(C#N)c2nc3ccccc3nc21 (stereo unspecified)	22%	i	-1%	14	i	-12%	12%	-4%	-10%
Fc1ccccc1Cn1nnc(-c2ccc3c(c2)OCO3)n1	2%	i	10%	0	-88%[inhibitor][57.5 µM]	1%	-7%	16%	5%
CC(=O)Nc1scc(C)c1-c1nc2ccccc2s1	-11%	i	22%	26	i	7%	0%	-7%	8%
O=c1c(Cl)c(Cl)cnn1Cc1ccc(F)cc1	-9%	i	-4%	-10	-8%	?	-1%	20µM*	1%
CCC(C)Sc1ccc([C@@H]2[C@@H]3C(=O)N(C)C(=O)[C@@H]3[C@]3(C(=O)OC)CCCCN23)cc1 (stereo partly specified)	-7%	i	3%	-11	-22%	5%	8%	2%	-4%
O=c1[nH]cccc1-c1nc2ccccc2n1Cc1ccccc1F	-23%	i	-1%	-17	-2%	-12%	-24%	-5%	-4%
Cc1ccc(-c2onc(C)c2C)cc1S(=O)(=O)NC1CCC(C)CC1 (stereo unspecified)	31%	.	.	.	0%	-1%	-2%	8%	.
CCOC(=O)C1(C)CCN1C(=O)c1ccc(-c2ccccc2)cc1 (stereo unspecified)	9%	i	27%	11	i	-24%	22%	?	9%
COc1cc(OC)cc(C(=O)NC(=S)N(Cc2ccccc2)C(C)C)c1	36%	i	1%	-21	i	-19%	23%	0%	27%
COC(=O)c1scc(C)c1NC(=O)CSc1ccc(Cl)cc1	12%	i	11%	0	-61%[inhibitor]	?	-16%	?	12%
COc1cc(/C=N/NC(=O)c2cccnc2)ccc1OCC(=O)Nc1ccc(C)cc1	20%	i	11%	-17	i	12%	16%	7%	2%
CC(C)(C)OC(=O)N1CCN(C(=O)c2[nH]cnc2C(=O)Nc2cccc(Cl)c2)CC1	-10%	i	-2%	16	-18%	5%	8%	11%	0%
COc1cccc(N2CC(C(=O)Nc3nnc(SCC(=O)N4CCOCC4)s3)CC2=O)c1 (stereo unspecified)	25%	i	-9%	-2	i	-9%	-1%	10%	3%
Cc1ccc(Cl)cc1N1CCN(C(=O)CN2C(=O)c3cccc4cccc2c34)CC1	-5%	i	1%	-1	0%[57.5 µM]	-24%	-3%	-1%	0%
COc1cc(OC)cc(C(=O)N[C@H](C(=O)Nc2ccc(S(=O)(=O)N(C)C)cc2)C(C)C)c1	29%	i	8%	-10	i	-17%	6%	-9%	4%
O=C(Nc1cccc(Cl)c1)c1ccc2sc([C@H]3C[C@H](O)[C@@H](CO)O3)nc2c1	11%	i	-3%	0	-83%[inhibitor]	?	-11%	1%	-3%
C(=NN1CCCCCC1)c1ccccc1	.	i	-1%	1	-19%	1%	10%	-22%	6%
CCOC(=O)c1cnc(Nc2nc3ccccc3o2)nc1CSc1nnc(C)s1	51%	i	0%	-2	-24%	0%	9%	14%	-2%
Cc1ccc(/C=C/C(=O)NCc2ccc(S(N)(=O)=O)cc2)o1	1%	i	4%	10	i	5%	-13%	27%	2%
CCc1ccc(C(=O)C(C)OC(=O)Cn2cnc3c2c(=O)n(C)c(=O)n3C)cc1 (stereo unspecified)	0%	i	-4%	-5	-22%	-5%	20%	3%	3%
N#Cc1c(-c2ccccc2)cc(-c2ccccc2)nc1SCC(O)CS(=O)(=O)Cc1ccc(Cl)cc1 (stereo unspecified)	?	.	.	.	i	-29%	4%	19%	.
COc1cccc(NS(=O)(=O)c2ccc3c(c2)N(C(C)=O)CCO3)c1	-6%	i	11%	8	-12%	7%	3%	-22%	-3%
COc1ccc2[nH]c(=O)c(CN(C(=O)COc3ccccc3)C(C)C)cc2c1	-1%	i	0%	5	-11%[57.5 µM]	-13%	5%	-1%	-3%
CC(N=C1NS(=O)(=O)c2ccccc21)C(=O)OCC(=O)N(C)C1CCS(=O)(=O)C1 (stereo unspecified)	9%	i	-7%	-1	-4%	-3%	7%	14%	1%
NS(=O)(=O)c1cccc(NC(=O)COC(=O)C2(c3cccc(F)c3)CCCC2)c1	4%	i	21%	0	i	?	13%	-4%	-2%
CCOC(=O)Cc1csc(NC(=O)CN2CCN(c3ccccc3)CC2)n1	-4%	i	9%	-10	-20%	12%	5%	6%	1%
CN(CC(=O)Nc1c(Cl)cccc1Cl)C(=O)c1ccc(-n2cncn2)c([N+](=O)[O-])c1	-3%	i	1%	-2	-22%	15%	4%	-11%	1%
COc1ccc2nc(SCC(=O)NC3(C#N)CCCCC3)[nH]c2c1	14%	i	0%	7	-19%	-28%	-12%	14%	-11%
C/C=C(\C)C(=O)NCCN1C2=NC[C@@H](Cc3ccccc3)N2C[C@@H]1Cc1ccc(OC)cc1	-3%	i	-2%	1	i	9%	8%	-3%	7%
CCN1CCN(CCCNC(=O)c2ccc(/C=C3/Sc4ccccc4N(Cc4ccccc4F)C3=O)cc2)CC1	?	i	4%	2	i	?	-18%	-41%[inhibitor]	-20%
COc1ccc(CNC(=O)c2cc3sccc3n2Cc2ccc(C)cc2)cc1	32%	.	-2%	.	-27%	-24%	-1%	4%	.
Cc1nnc(SCCn2c(N3CCN(Cc4ccccc4)CC3)nc3c2c(=O)[nH]c(=O)n3C)s1	17%	i	5%	-23	-5%[57.5 µM]	10%	-3%	0%	1%
CC(=O)c1nn(-c2ccc(Cl)cc2)cc1C(=O)c1ccccc1	-13%	i	13%	5	-29%	-5%	-3%	-2%	2%
O=C1CC(c2ccc(F)cc2)CC(O)=C1C=NCCN1CCN(C(=O)Nc2ccccc2)CC1 (stereo unspecified)	12%	i	-3%	-16	i	-10%	2%	-45%[inhibitor]	4%
CCC(=O)Nc1ccc(C(=O)OCC(=O)c2cccs2)cc1	11%	i	5%	5	i	26%	3%	5%	2%
CCCc1cc(CNC(=O)C2CCC(=O)N(CCc3cccc(F)c3)C2)on1 (stereo unspecified)	25%	i	5%	0	i	19%	8%	7%	-1%
O=CC1=C(N2CCOCC2)/C(=C/c2ccc(Cl)cc2)CC1	-18%	i	-5%	3	-42%[inhibitor]	-2%	-17%	19%	-3%
C=CCc1cccc2cc(C(=O)NC3CCCCC3)c(=O)oc12	22%	i	18%	5	-28%	-24%	-2%	8%	5%
COc1cc2cnc(C3=CCCCC3)cc2cc1OC	-5%	i	22%	-17	i	36%[activator]	-15%	30%	-7%

A few values from the list:
`COc1cccc(N2CCN(c3ccc4nnc(CCC(=O)Nc5cc(C)ccn5)n4n3)CC2)c1` in TDP43 rescue is entered as -35%[inhibitor]
`COc1ccc(C2CC(c3ccc(OC)cc3)n3nc(NS(C)(=O)=O)nc3N2)cc1` (stereo unspecified) in D3 antag is entered as 19
`CCC(=O)Nc1ccc(C(=O)OCC(=O)c2cccs2)cc1` in Abeta rescue is entered as 3%

(more compounds)
canonical_smiles	FUS suppressor	Akt phos inh	GLP1R ag	D3 antag	PTHR1 agonist	GLP1R inv ag	Abeta rescue	TDP43 rescue	aSyn rescue
CCc1cc2c3c(c1)C1(C(=O)N3C(C)(C)CC2C)C(C#N)=C(N)N2C(=C1C#N)Nc1ccccc12 (stereo unspecified)	.	i	-7%	0	-35%	?	-12%	0%	11%
Cc1cccc(NC(=O)c2ccc(-n3ccnc3)nc2)c1	-4%	i	-2%	29	-17%	19%	24%	18%	4%
CC1CCc2nc3ncn(Cc4ccccc4C#N)c(=O)c3cc2C1 (stereo unspecified)	-5%	.	.	.	i	13%	-12%	19%	.
COc1ccccc1NC(=O)c1cc2c(=O)oc3ccc(C)cc3c2s1	-15%	.	.	.	i	-1%	0%	0%	.
CCN(CC(=O)NCc1cccs1)S(=O)(=O)c1ccc(F)cc1	0%	i	0%	18	i	6%	-3%	1%	0%
CCCCCCC(O)(CCN1CCCCC1)c1ccccc1 (stereo unspecified)	-13%	i	12%	-16	i	?	-14%	-6%	1%

High-throughput results: PubChem BioAssay, National Center for Advancing Translational Sciences (NCATS)
